IDE act: IDE (human) activation, cell-based. P14735. HEK cells, FAbeta-B cleavage, fluorescence polarization; 0% vehicle, 100% cell-free pure enzyme wells. AID 493087. 0.073% of 340,000 active. activation, % at 5.96 µM;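 active means activation above the mean of all tested compounds plus 3 SD, set per screening campaign, cut at about 17% in these data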
Target sequence (P14735 whole entry, looked up): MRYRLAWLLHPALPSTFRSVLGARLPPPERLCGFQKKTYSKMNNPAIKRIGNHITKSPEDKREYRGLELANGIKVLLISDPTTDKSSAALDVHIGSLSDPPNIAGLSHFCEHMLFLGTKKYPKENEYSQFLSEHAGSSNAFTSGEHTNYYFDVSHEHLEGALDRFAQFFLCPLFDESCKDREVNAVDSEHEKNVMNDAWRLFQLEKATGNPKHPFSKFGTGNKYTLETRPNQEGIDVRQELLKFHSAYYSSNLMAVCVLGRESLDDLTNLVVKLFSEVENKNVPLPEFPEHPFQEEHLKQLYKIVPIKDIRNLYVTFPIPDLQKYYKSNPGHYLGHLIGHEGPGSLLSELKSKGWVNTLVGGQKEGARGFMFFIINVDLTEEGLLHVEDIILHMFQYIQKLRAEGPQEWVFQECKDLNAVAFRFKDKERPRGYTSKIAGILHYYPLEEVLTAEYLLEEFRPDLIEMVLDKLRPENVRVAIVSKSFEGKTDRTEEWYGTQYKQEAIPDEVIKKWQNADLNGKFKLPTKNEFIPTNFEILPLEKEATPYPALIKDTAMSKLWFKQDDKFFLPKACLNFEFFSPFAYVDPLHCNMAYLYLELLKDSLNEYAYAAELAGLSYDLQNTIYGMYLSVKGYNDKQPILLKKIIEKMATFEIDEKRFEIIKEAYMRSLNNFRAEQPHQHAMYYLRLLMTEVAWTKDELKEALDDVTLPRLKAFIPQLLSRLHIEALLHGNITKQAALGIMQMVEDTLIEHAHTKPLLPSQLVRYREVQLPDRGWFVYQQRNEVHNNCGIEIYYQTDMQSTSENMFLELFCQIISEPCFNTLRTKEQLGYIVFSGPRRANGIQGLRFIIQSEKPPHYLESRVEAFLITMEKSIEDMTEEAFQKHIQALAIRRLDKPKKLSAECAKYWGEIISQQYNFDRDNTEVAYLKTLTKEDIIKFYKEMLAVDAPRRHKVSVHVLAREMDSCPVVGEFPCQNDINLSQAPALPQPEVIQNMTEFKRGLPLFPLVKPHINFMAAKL
IDE cell inh: inhibitors of human insulin-degrading enzyme in cells; HEK cells, FAbetaB cleavage, fluorescence polarization; inhibition, % at 5.59 µM; 0.41% of 320,000 active; AID 434962;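 active means percent inhibition above the average of all tested compounds plus 3 SD, set per screening campaign, cut at about 16% in these data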;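 further: IDE supplied by intact live HEK cells; FP after avidin binding of uncleaved biotin substrate so inhibition keeps polarization high; 0% = DMSO wells and 100% = 60 µM reference IDE inhibitor Ii1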
MEKK3 PB1 HTS: modulators (inhibitors or enhancers) of MEK5 binding to human MEKK3 PB1 domain | 1.4% of 290,000 active | binding response (% of control), % at 10 µM | AID 1529 | bead-based flow cytometry, Alexa488-MEK5 binding to MEKK3; actives lie on both sides; 0 = blocked by unlabeled MEK5, 100 = vehicle | Q99759;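 active means binding response more than 3 SD above or below the average of its plate-row segment, actives on both sides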;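 further: Alexa488 bead fluorescence after subtracting the streptavidin-only scavenger bead signal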
p-CIP stab down: compounds decreasing mouse p/CIP protein stability; Q05BA5; F442A p/CIP-EGFP cells, EGFP fluorescence, 16 h; decrease of EGFP signal, % at 10 µM; 0.01% of 290,000 active; AID 1984;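 active means EGFP signal decrease of at least 30% at 10 µM or well 3 SD below plate mean, unless failing retest; inactive means the rest, including hits failing retest or dose response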; further: some compounds called inactive have numbers as strong as hits; many of its hits are not listed in these tables
PfM18AAP inh: PfM18AAP enzyme inhibition | recombinant PfM18AAP, H-Glu-NHMec fluorogenic cleavage | 1.2% of 290,000 active | inhibition, % at 7.35 µM;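 active means inhibition above the campaign mean inhibition over all tested compounds plus 3 SD, cut at about 28% in these data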;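 further: 0% = plate median of test compound wells and 100% = 2 mM ZnCl2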
MEKK2 mut-MEK5: signal of MEK5 binding to mutant human MEKK2 PB1 domain; 0.35% of 290,000 active; percent response, % at 10 µM; AID 1530; bead flow cytometry, Alexa488-MEK5 binding to MEKK2 mutant; in the data active means percent response above about 24%, passing the limit was not always enough; further: inactives centre near 1; some results filed as inactive read as strong as hits; reference of the scale not given here
MEKK2wt PB1 HTS: raises or lowers MEK5 binding to wildtype human MEKK2 PB1 domain | Q9Y2U5 | bead flow cytometry, Alexa488-MEK5 binding to MEKK2 WT; actives lie on both sides | binding response (% of control), % at 10 µM | 1.1% of 290,000 active | AID 1531; in the data active means binding response below about 67% or above about 130%
SUMO HTRF inh: inhibitors of human SUMOylation (UBC9); P63279; HTRF SUMOylation assay, SAE1/SAE2 + UBC9, in vitro; inhibition, % at 35 µM; 0.36% of 290,000 active; AID 2006; in the data active means inhibition above about 50%, passing the limit was not always enough; further: strong numbers were not always called active
NALP1 inh: blocks the NALP1 inflammasome reconstituted in yeast | S. cerevisiae NALP1/ASC/caspase-1 growth, X-gal OD620, 72 h | inhibition, % at 10 µM | 0.61% of 280,000 active | AID 2071; in the data active means inhibition mostly above about 24%, no sharp cut-off; inactive means mostly below about 32%; further: some compounds called inactive have numbers as strong as hits
An asterisk follows results filed as active; · = not tested or not shown. These rows are one share of the data. The share of hits here may be higher or lower than overall.

IDE act	IDE cell inh	MEKK3 PB1 HTS	p-CIP stab down	PfM18AAP inh	MEKK2 mut-MEK5	MEKK2wt PB1 HTS	SUMO HTRF inh	NALP1 inh	molecule
3.9	8.4	100.0	-11.9	-0.4	-2.0	95.0	-5.5	7.0	Cc1cc(OCC(=O)NCCc2c[nH]c3ccccc23)c2c(C)c(C)c(=O)oc2c1
-2.5	0.6	103.0	-9.5	-5.2	1.0	100.0	10.8	-0.1	O=C(NCCCC(=O)N1CCOCC1)c1cccnc1
·	·	80.0	-2.1	·	3.0	80.0	-9.2	·	CCOC(=O)c1ccc(NC(=O)c2nc[nH]c2C(=O)N2CCN(C(=O)OC(C)(C)C)CC2)cc1
7.5	4.7	111.0	-12.6	4.2	3.0	132.0	2.3	-10.0	O=C(CCCCn1c(=O)c2ccccc2n(Cc2ccccc2F)c1=O)NC1CCN(Cc2ccccc2)CC1
·	1.2	93.0	-19.6	-14.4	-13.0	90.0	22.1	1.0	N#C/C(=C\Nc1ccc(F)c(Cl)c1)S(=O)(=O)c1ccccn1
-1.1	1.6	95.0	-7.5	-7.2	-1.0	92.0	5.6	15.1	Cc1cc(C)nc(SCc2nnc(SCC(=O)N3CCOCC3)o2)n1
2.1	-2.5	102.0	-1.4	-0.8	-4.0	102.0	14.0	30.8	CCOc1ccccc1OCCNC1CCCC1
1.8	-4.0	89.0	1.0	-1.8	-14.0	80.0	-7.3	-16.4	CCC(C)NC(=S)N1CCN(Cc2ccccc2)CC1 (stereo not given)
-8.5	9.8	98.0	-13.2	12.1	6.0	108.0	-1.0	-2.2	CC1=C(C(=O)OC2CCCCC2)C(c2ccc(N(C)C)cc2)NC(=O)N1 (stereo not given)
6.1	1.7	94.0	-15.8	34.1*	1.0	99.0	-4.0	-64.8	CC(C)(C)C1CCc2c(sc(NC(=O)CSc3ncn[nH]3)c2C#N)C1 (stereo not given)
-1.1	10.3	107.0	7.4	6.1	-8.0	100.0	-23.9	5.1	CCn1c(-c2cc(-c3ccc(C)cc3)nc3ccccc23)n[nH]c1=S
-3.5	1.1	98.0	-1.7	2.4	4.0	100.0	-2.3	-15.7	O=C(c1ccc(CS(=O)Cc2ccccc2Cl)o1)N1CCN(c2cccc(Cl)c2)CC1 (stereo not given)
0.8	-2.6	99.0	-1.8	-6.1	3.0	96.0	-9.2	7.9	COc1cccc(NC(=O)CCC(=O)N2CC(C)Oc3ccc(C)cc32)c1 (stereo not given)
2.3	-0.5	102.0	-6.1	-9.1	3.0	107.0	16.0	-20.6	O=C(O)Cn1c(P(=O)(O)c2ccccc2)nc2ccccc21
1.1	1.1	103.0	2.5	5.9	2.0	97.0	5.1	-4.7	CC(=O)c1c(C)[nH]c(C(=O)Nc2cc(C)cc(C)c2)c1C
2.3	1.7	103.0	0.9	2.9	6.0	110.0	1.9	15.0	CN(C)C(=O)c1ccc(NS(=O)(=O)c2ccc3c(c2)OCCO3)cc1
1.5	4.8	104.0	9.0	2.5	1.0	103.0	-13.5	3.6	CC(=O)C1=C(C)NC(SCC(N)=O)=C(C#N)C1CC(C)C (stereo not given)
·	·	98.0	-18.1	-1.4	2.0	94.0	15.9	20.8	CCCCn1c(SCc2cc(=O)[nH]c3ccccc23)nc2c1c(=O)n(C)c(=O)n2C
2.0	0.3	105.0	·	·	2.0	106.0	·	·	COCCN1C(=O)N[C@@H](c2ccccc2)[C@H](C(=O)OC)[C@H]1C
3.6	1.0	105.0	-7.3	5.6	11.0	110.0	8.2	6.0	CC(=O)c1cccc(NC(=O)c2ccco2)c1
3.1	3.6	99.0	3.5	-1.6	2.0	99.0	-3.6	-0.3	CC(=O)N1CCc2cc(Br)cc(S(=O)(=O)N3CCCCCC3)c21
4.3	-3.5	105.0	5.8	-2.2	0.0	102.0	-6.4	8.3	C=CCn1c(CSCc2ccc(Cl)cc2Cl)nnc1SCC(=O)Nc1ccc(C(=O)O)cc1
6.7	1.0	·	-38.1	4.6	·	·	-22.5	-10.1	Cc1ccc(Nc2c([N+](=O)[O-])ccc3c2=NC2(CCCCC2)N=3)cc1
4.2	0.3	107.0	-9.5	3.6	2.0	97.0	1.7	-0.1	COc1cc(NS(=O)(=O)c2ccc(Br)cc2)c(OC)cc1NC(=O)c1ccco1
-0.9	3.3	103.0	-5.8	-8.4	10.0	94.0	16.3	15.7	CCNC(=O)CCSc1nc2cc(Cl)ccc2o1
3.3	1.6	101.0	-9.2	0.7	3.0	97.0	-1.9	11.6	O=c1[nH]c(=O)n([C@H]2C[C@H](O)[C@@H](CO)O2)cc1C(F)(F)F
0.4	0.8	110.0	2.1	-11.4	6.0	109.0	18.0	11.0	CCOC(=O)Cn1nc(C)cc1NC(=O)c1cc(OC)c(OC)c(OC)c1
2.9	-6.5	·	-5.7	-2.9	·	·	18.8	13.0	CN(C)c1ccc(P(=O)(OCc2ccccc2)C(O)c2ccncc2)cc1 (stereo not given)
-5.5	5.0	96.0	-5.1	·	2.0	89.0	15.3	·	COc1cc(NC(=O)c2nccnc2N)cc(C(=O)Nc2cccc(C(F)(F)F)c2)c1
-3.3	2.1	100.0	-0.7	4.8	7.0	108.0	1.2	9.9	O=C(COc1ccccc1)Nc1c(C(=O)N2CCC(N3CCCCC3)CC2)oc2ccccc12
·	5.0	95.0	-10.2	-3.0	-3.0	98.0	-7.7	·	COc1ccc(OC)c(CC(NC(C)=O)C(=O)NC2CCN(c3nnnn3-c3ccccc3)CC2)c1 (stereo not given)
5.2	7.4	102.0	-7.5	2.7	6.0	101.0	18.7	4.1	Cc1cc(C)cc(Oc2coc3cc(O)ccc3c2=O)c1
-2.0	3.8	100.0	-2.8	-4.8	-2.0	105.0	16.7	1.9	COCCn1c(CN2CCc3ccccc3C2)nc2c1c(=O)n(C)c(=O)n2C
2.8	3.2	102.0	-4.3	3.3	3.0	105.0	8.0	-11.6	CN(Cc1nc(-c2cnccn2)no1)CC(O)c1ccccc1 (stereo not given)
-3.4	-3.3	101.0	-9.8	6.3	1.0	103.0	13.9	6.0	CCc1ccc(NC(=O)C(=O)NCC(O)c2ccccc2)cc1 (stereo not given)
3.0	-7.0	98.0	-15.3	4.5	5.0	104.0	21.1	-15.9	C/C(CC(=O)NCc1ccccc1Cl)=N/NC(=O)c1ccccn1
-2.0	-3.4	96.0	-12.9	-1.0	-1.0	94.0	-9.9	-56.9	CC(C)CCn1c(SCC#N)nc2c(sc3ccccc32)c1=O
0.7	5.9	102.0	-4.0	0.2	1.0	99.0	23.3	23.3	Cc1cccc(C2CC(c3ccccc3)Nc3nc(N)nn32)c1 (stereo not given)
-3.4	0.2	105.0	-4.8	-2.2	0.0	99.0	-0.7	-3.3	CCc1ccc(C(=O)NC(=S)Nc2ccccc2N2CCOCC2)cc1
7.0	4.4	108.0	0.9	-0.6	8.0	112.0	-9.9	15.4	COc1cc(C2c3c(n[nH]c3C)C(=O)N2c2ccc(Br)cc2)ccc1O (stereo not given)
12.6	0.1	105.0	-8.3	6.6	1.0	110.0	-17.1	·	COc1ccc(CCC(=O)NCc2cn3ccccc3n2)cc1
-1.5	1.8	96.0	-11.7	-1.7	4.0	103.0	8.1	-3.4	Fc1cnc(N2CCOCC2)nc1N1CCc2ccccc21
5.5	-3.1	99.0	-6.9	1.4	5.0	97.0	-5.4	33.6	Cc1ccc(-c2nnn(CC(=O)N(Cc3cccs3)C(C(=O)NC(C)(C)C)c3ccco3)n2)o1 (stereo not given)
-0.9	0.1	97.0	-4.5	10.2	-4.0	94.0	5.6	5.1	COC(=O)c1nnn(-c2nonc2N)c1CSc1ccccn1
-1.8	0.9	95.0	-13.3	2.0	-12.0	88.0	14.8	-2.0	CCc1ccc(N2C(=O)CC(c3ccc(F)cc3)C3=C2COC3=O)cc1 (stereo not given)
5.7	-9.7	106.0	9.0	10.4	7.0	100.0	9.3	10.3	CC(C)CN1CCNC(=O)C1CC(=O)NCCCN1CCCc2ccccc21 (stereo not given)
-7.5	-1.9	101.0	-7.2	8.9	4.0	105.0	8.4	18.4	CN1CCc2c(sc(/N=C/c3cccs3)c2C(N)=O)C1
0.3	-1.9	103.0	2.7	-9.6	2.0	102.0	22.7	-12.9	Cc1ccc2cccc(N)c2n1
-1.9	1.0	100.0	-9.9	3.5	1.0	103.0	-0.6	-31.7	Nc1nc(OCC(F)(F)F)cc(Oc2ccccc2F)n1
1.7	0.7	98.0	-4.3	-6.1	3.0	99.0	-1.8	1.8	O=C(Nc1cccnc1Oc1ccc(Cl)cc1)c1cccc2ccccc12

Three structures from above, ordered by molar mass, descending:
IDE act	IDE cell inh	MEKK3 PB1 HTS	p-CIP stab down	PfM18AAP inh	MEKK2 mut-MEK5	MEKK2wt PB1 HTS	SUMO HTRF inh	NALP1 inh	molecule
1.7	0.7	98.0	-4.3	-6.1	3.0	99.0	-1.8	1.8	O=C(Nc1cccnc1Oc1ccc(Cl)cc1)c1cccc2ccccc12
-0.9	0.1	97.0	-4.5	10.2	-4.0	94.0	5.6	5.1	COC(=O)c1nnn(-c2nonc2N)c1CSc1ccccn1
12.6	0.1	105.0	-8.3	6.6	1.0	110.0	-17.1	·	COc1ccc(CCC(=O)NCc2cn3ccccc3n2)cc1

Other results.
IDE act	IDE cell inh	MEKK3 PB1 HTS	p-CIP stab down	PfM18AAP inh	MEKK2 mut-MEK5	MEKK2wt PB1 HTS	SUMO HTRF inh	NALP1 inh	molecule
1.8	9.8	99.0	-4.4	2.5	-1.0	98.0	13.4	-3.5	Cc1n[nH]c(C)c1CCc1nc2c3ccccc3nc(SCC(=O)Nc3ccccc3F)n2n1
6.2	7.0	·	-0.7	-18.4	·	·	-2.9	9.0	COc1cc2c(cc1NC(=O)CN1CCN(S(=O)(=O)c3ccc(C)cc3)CC1)oc1ccccc12
-3.6	2.2	107.0	-16.5	9.0	14.0	112.0	-3.6	-2.1	Cc1nn(CC(O)Cn2cnc3c2c(=O)n(C)c(=O)n3C)c(C)c1Br (stereo not given)
1.3	1.4	97.0	5.8	3.8	-1.0	99.0	-8.0	26.7	COc1ccc(N2CCN(C(=O)c3ccc(N4CCCCS4(=O)=O)cc3)CC2)cc1
2.1	3.2	94.0	-10.4	-5.7	-14.0	99.0	24.2	·	O=C1C(C2=NC(c3ccccn3)C3C(=O)N(c4ccc(OC(F)(F)F)cc4)C(=O)C23)=C(O)c2ccccc21 (stereo not given)
-2.3	2.3	99.0	-40.9	4.4	-2.0	95.0	19.3	23.2	O=C(O)/C=C/C(=O)NC1CCS(=O)(=O)C1 (stereo not given)
6.6	4.4	105.0	11.5	5.0	12.0	123.0	-32.1	5.1	Cc1cccc(-c2nc(CN3CCCC(C(=O)NC4CCC(C)CC4)C3)c(C)o2)c1 (stereo not given)
-2.2	3.4	98.0	3.1	-22.0	-3.0	94.0	-6.6	18.3	COc1ccc(NC(=O)CCN2CCN(S(=O)(=O)c3cc(Cl)ccc3Cl)CC2)cc1
2.7	3.1	106.0	5.5	-5.8	0.0	103.0	19.0	15.8	Cc1cc2n(n1)C(c1ccc(N(C)C)cc1)Nc1ccccc1-2 (stereo not given)
0.5	-1.5	98.0	10.4	5.5	7.0	103.0	12.2	5.0	O=C(O)c1ccc2c(=O)n(-c3ccc(F)cc3)c(=S)[nH]c2c1
2.3	-0.9	99.0	5.0	1.6	1.0	99.0	0.1	15.8	Cc1nc2ccc(S(=O)(=O)NCC(=O)NCCc3ccc(Cl)cc3)cc2s1
2.7	-2.5	100.0	-4.5	-6.6	4.0	102.0	-3.0	37.5	O=C(CSc1nnc(Cc2ccccc2)o1)NC1CCCCC1
-2.8	1.1	104.0	7.3	-1.4	0.0	102.0	-14.8	18.0	Cc1nc(C(C)NC(=O)c2cc(COc3ccc(C)c(C)c3)on2)c(C)s1 (stereo not given)

High-throughput results from PubChem.
